# High-throughput results from PubChem.
# GoLoco inh red: blocks human Gai1 binding to RGS12 GoLoco peptide, red readout; Potency, µM (top dose mostly 61.6 µM), inactives show top-dose activity, negative = inhibition, usual class: inhibitors; P63096; Gai1:RGS12 GoLoco peptide FP, rhodamine, 10 min; actives 0.44% (n = 230,000); AID 880; active = well fitted inhibition curve with a large enough effect, not every such curve was filed as active; inactive = no such curve, though single readings can be large or run the other way; also: % is scaled to controls: 0 for no effect and ±100 for the full control effect; nearly all actives have a fitted effect of over 30% in size; many of its hits are not listed in these tables
# Target sequence (P63096 whole entry, looked up): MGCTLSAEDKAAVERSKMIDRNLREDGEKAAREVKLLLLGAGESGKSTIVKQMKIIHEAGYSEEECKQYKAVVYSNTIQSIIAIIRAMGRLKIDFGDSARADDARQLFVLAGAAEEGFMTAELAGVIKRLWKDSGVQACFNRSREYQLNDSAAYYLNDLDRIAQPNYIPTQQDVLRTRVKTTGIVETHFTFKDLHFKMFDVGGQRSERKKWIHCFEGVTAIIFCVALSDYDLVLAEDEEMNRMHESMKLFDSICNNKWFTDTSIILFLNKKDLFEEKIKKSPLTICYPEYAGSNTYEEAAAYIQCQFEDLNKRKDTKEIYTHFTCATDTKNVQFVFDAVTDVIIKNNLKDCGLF
# RECQ1 helicase: blocks DNA unwinding by human RECQ1 | RECQ1 DNA unwinding, red fluorescence kinetic read | Potency, µM (titrated, usually from 57.3 µM), inactives show at the top dose activity, negative = inhibition, actives largely listed as inhibitors | actives 0.54% (n = 240,000);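 also: plate controls were vehicle for no effect and no enzyme for full effect; nearly all actives have a fitted effect of over 30% in size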
#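 RECQ1T1 50 nM; forked duplex (20 bp + 30-nt ss tails) 200 nM, ATP 2 mM final; pH 8.0, 2 mM MgCl2, 2.5 ug/ml poly(dI-dC); 15 min compound preincubation; discontinuous kinetic read over 2 h at RT.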
# LMNA splice mod: LMNA splicing modulation | HeLa LMNA splicing GFP/RFP minigene ratio, 48 h | actives 0.01% (n = 200,000) | Potency, µM (highest dose often 46.1 µM), inactives show top-dose ratio change, negative = inhibition, hits mostly inhibitors; active = well fitted inhibition curve with a large enough effect in the signal ratio, with a control signal flat, not every such curve was filed as active; inconclusive = small, poorly fitted or top-dose-only effect, or effect the other way, or a change in a side signal; the % refers to the signal ratio; also: % is scaled to controls: 0 for no effect and ±100 for the full control effect
#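 Read-out is the ratio of GFP to DsRed2 object intensity, acquired by 488 nm laser-scanning cytometry on HeLa lamin A-EGFP minigene reporter cells. Compound incubation 48 hrs at 37 °C in Opti-MEM with 2% FBS; DMSO 0.5% final.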
# SMN2 splice up: SMN2 splice variant enhancement. HEK293 SMN2-luciferase splicing reporter, luminescence, 30-36 h. actives 2.8% (n = 210,000). Potency, µM (series often up to 46.1 µM), for inactives: top-dose activity change, positive = activation, hits mostly activators. AID 1458; also: % of control where 0% means no effect; nearly all actives have a fitted effect of over 55% in size
#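 HEK293 cells carry an SMN2 […]–luciferase reporter in which exon 7 inclusion puts luciferase in frame. Cells were plated 10-12 h before compound addition, then incubated 30-36 h at 37C. ONE-Glo luminescence was read; sodium butyrate at 4.5 mM final served as control.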
# ALDH1A1 inh: inhibitors of human aldehyde dehydrogenase 1A1; Purified ALDH1A1, NADH fluorescence, propionaldehyde substrate; Potency, µM (titrated, usually from 75.3 µM), without a hit: top-dose activity, negative = inhibition, most hits filed as inhibitors; actives 7.3% (n = 220,000); AID 1030; active = well fitted inhibition curve with a large enough effect, not every such curve was filed as active; inconclusive = small, poorly fitted or top-dose-only effect, or another doubt; inactive = no such curve, though single readings can be large or run the other way;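 also: plate controls were no enzyme wells and a reference inhibitor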
# TexasRed fluor: Texas Red fluorescence interference in TRb-SRC2 counter-screen. TRb/SRC2 Texas Red total fluorescence interference. Potency, µM (top dose mostly 106 µM), for the others: at the highest dose fluorescence change, negative = quenching. actives 0.29% (n = 280,000). AID 1479; active = well fitted curve in either direction with a large enough effect; inconclusive = small, poorly fitted or top-dose-only effect; also: % is scaled to controls: 0 for no effect and ±100 for the full control effect
#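 Flags fluorescent or light-absorbing compounds by total fluorescence, S + 2P, at 555 nm excitation and 632 nm emission. Mixture: 20 nM Texas Red SRC2 peptide, 0.6 uM human TRb LBD, 1 uM T3, 5% DMSO; compound exposure 5 h at ambient temperature.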
# TRb-SRC2 inh: disrupts binding of human TR beta to SRC2 | actives 0.065% (n = 280,000) | TRbeta-SRC2 peptide binding, fluorescence polarization; receptor liganded with 1 µM T3 | Potency, µM (series often up to 106 µM), for inactives: at the top dose activity change, negative = inhibition, actives largely listed as inhibitors | P10828;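 also: plate controls were bound peptide for no effect and peptide without receptor for full effect; nearly all actives have a fitted effect of over 50% in size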
#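 Human TRb ligand-binding domain (0.6 uM) is mixed with 20 nM Texas Red SRC2 peptide and 1 uM T3; after compound addition and 5 hr at ambient temperature, polarization is measured and normalized to unbound and bound controls.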
# JMJD2E inh: blocks human JMJD2E demethylase activity; B2RXH2; JMJD2E catalytic domain, FDH-coupled NADH fluorescence (FDH is formaldehyde dehydrogenase); Potency, µM (series often up to 57.1 µM), for inactives: top-dose activity change, negative = inhibition, actives largely listed as inhibitors; actives 1.6% (n = 230,000); AID 2147; active = well fitted inhibition curve with a large enough effect, not every such curve was filed as active; inconclusive = small, poorly fitted or top-dose-only effect, or another doubt; inactive = no such curve, though single readings can be large or run the other way;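 also: 0% = wells with enzyme and -100% = buffer wells without enzyme; nearly all actives have a fitted effect of over 50% in size; many of its hits are not listed in these tables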
# Target sequence (B2RXH2 1-337 limits assumed): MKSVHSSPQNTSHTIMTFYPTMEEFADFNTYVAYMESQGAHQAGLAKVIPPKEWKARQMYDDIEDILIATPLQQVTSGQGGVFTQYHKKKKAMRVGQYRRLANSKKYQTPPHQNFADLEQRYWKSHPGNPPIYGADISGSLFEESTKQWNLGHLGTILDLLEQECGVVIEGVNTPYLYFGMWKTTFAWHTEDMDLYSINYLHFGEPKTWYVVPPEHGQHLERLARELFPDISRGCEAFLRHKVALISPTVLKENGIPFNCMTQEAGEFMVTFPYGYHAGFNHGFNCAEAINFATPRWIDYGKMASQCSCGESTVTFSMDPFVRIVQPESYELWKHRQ
# An asterisk follows results filed as active; i = inactive; ? = inconclusive; nt = no result given; [ ] = another dose, or the depositor's remark. Unless noted, calls follow the shape of the dose curve; as a rule, active = well fitted curve in the direction sought with a large enough effect; inconclusive = small, poorly fitted or top-dose-only effect, or another doubt; inactive = no such curve, though single readings can be large; an effect the other way counts as inactive or inconclusive. Potency is read from the fitted curve at half-maximal effect. These rows are one share of the data. The share of hits here may be higher or lower than overall.
SMILES,GoLoco inh red,RECQ1 helicase,LMNA splice mod,SMN2 splice up,ALDH1A1 inh,TexasRed fluor,TRb-SRC2 inh,JMJD2E inh
CN(C(=O)COC(=O)c1ccc(S(=O)(=O)N2CCCC2)cc1)c1ccccc1,-2%,-14%,-12%[46 µM],20%,-3%,0%,-1%,-9%
COc1ccc(C(=O)OCC(=O)Nc2ccc(F)c(F)c2)cc1OC,9%,-2%,9%,-22%,0%,-1%,3%,4%
O=C(O)c1ccc2c(c1Sc1ccccc1)C(=O)c1ccccc1C2=O,-8%,-3%,nt,nt,?,-2%,-14%,-4%
COc1ccc(C(C)C)cc1S(=O)(=O)N1CC(C)OC(C)C1 (stereo not drawn),7%,-8%,23%[46 µM],nt,?,-2%,-2%,-4%
Cn1c(C(=O)O)c(CC(=O)N2CCC(Cc3ccccc3)CC2)c2ccccc21,5%,1%,-11%,-5%,-4%,-6%,-7%,32µM*
COc1cc(/C=C2\SC(=S)N(NC(=O)c3ccncc3)C2=O)ccc1O,268%[activator],14µM*,nt,nt,nt,16%,23%,0%
Cn1c(SCCC(=O)O)nnc1-c1ccncc1,2%,-6%,-7%,-19%,-2%,3%,0%,-11%
CC1CCCCC12NC(=O)N(Cn1nnc3ccccc3c1=O)C2=O (stereo not drawn),-4%,i,0%,0%,-3%,-5%,-2%,-2%
Cc1cc(C)cc(Nc2nc3c([nH]2)c(=O)n(C)c(=O)n3C)c1,16%,-5%,-17%[46 µM],-15%,-2%,-6%,-4%,-11%
CN(C(=O)c1ccncc1)C1CC(C)(C)N(O)C(C)(C)C1,-11%,4%,-11%,5%,?,-1%,-11%,-13%
CSCC[C@H](NC(=O)COc1ccc(Cl)cc1Cl)c1nc2ccccc2[nH]1,8%,-12%,?,-17%,?,-21%,-2%,6%
O=S(=O)(c1ccc(Br)cc1)N1CCOC12CCCCC2,-14%,i,nt,-11%,?,-4%,-7%,0%
O=C(COC(=O)c1cc(S(=O)(=O)N2CCOCC2)c(Cl)cc1Cl)Nc1ncc(C(F)(F)F)cc1Cl,6%,-2%,7%,1%,0%,-3%,-4%,-5%
COc1ccc(C2C3=C(CC(C)(C)CC3=O)Nc3c2c(=O)[nH]c(=O)n3Cc2ccccc2)cc1OC (stereo not drawn),4%,i,11%,12%,-6%,1%,-7%,-20%
O=C(COC(=O)CCN1C(=O)/C(=C\C=C\c2ccccc2)SC1=S)Nc1ccc(Br)cc1,189%[activator],20%,nt,-45%[inhibitor],-1%,0%,-8%,-2%
CCCCn1nc(CC(=O)O)c2ccccc2c1=O,0%,0%,7%,-2%,11%,-2%,-1%,-3%
CCCCCCOc1ccc(OCC(O)CN2C(=O)NC(C)(C)C2=O)cc1 (stereo not drawn),13%,15%,-8%,?,11%,0%,-9%,8%
CCC(=O)Nc1nc(C)c(-c2csc(Nc3ccccn3)n2)s1,14%,5%,?,15%,-15%,-2%,-2%,?
CCNC(=O)CN(c1ccc(C)cc1)S(=O)(=O)c1ccccc1,-15%,0%,7%,-14%,13%,2%,12%,6%
O=c1[nH]c2cc(NCCO)c([N+](=O)[O-])cc2[nH]1,10%,-18%,nt,11%,-2%,-19%,5%,-1%
O=C(NC1=NCCS1)c1cc(-c2cccs2)nc2ccccc12,-5%,-5%,nt,nt,nt,-2%,6%,?
NS(=O)(=O)c1ccc(CNC(=O)/C=C/c2c(F)cccc2Cl)cc1,-5%,i,-5%[46 µM],2%,-3%,-1%,-3%,-4%
CCC(Sc1nncn1C)C(=O)Nc1nnc(-c2ccc(Cl)cc2)s1 (stereo not drawn),-2%,-9%,-9%,21%,?,-4%,-8%,-6%
CCC(/C=N/NC(=O)C1COc2ccccc2O1)CC (stereo not drawn),6%,-1%,-20%,14%,9%,0%,-15%,20%

# One compound at a time, as listed above. Order of screens: GoLoco inh red	RECQ1 helicase	LMNA splice mod	SMN2 splice up	ALDH1A1 inh	TexasRed fluor	TRb-SRC2 inh	JMJD2E inh
# CCC(=O)Nc1nc(C)c(-c2csc(Nc3ccccn3)n2)s1 is entered as 14%	5%	?	15%	-15%	-2%	-2%	?
# CSCC[C@H](NC(=O)COc1ccc(Cl)cc1Cl)c1nc2ccccc2[nH]1 is entered as 8%	-12%	?	-17%	?	-21%	-2%	6%
# Cn1c(C(=O)O)c(CC(=O)N2CCC(Cc3ccccc3)CC2)c2ccccc21 is entered as 5%	1%	-11%	-5%	-4%	-6%	-7%	32µM*
# O=C(NC1=NCCS1)c1cc(-c2cccs2)nc2ccccc12 is entered as -5%	-5%	nt	nt	nt	-2%	6%	?
# CCC(Sc1nncn1C)C(=O)Nc1nnc(-c2ccc(Cl)cc2)s1 (stereo not drawn) is entered as -2%	-9%	-9%	21%	?	-4%	-8%	-6%

# (further entries)
SMILES,GoLoco inh red,RECQ1 helicase,LMNA splice mod,SMN2 splice up,ALDH1A1 inh,TexasRed fluor,TRb-SRC2 inh,JMJD2E inh
O=C(O)c1cnn2c(C(F)(F)F)cc(-c3ccccc3)nc12,2%,-1%,-2%,5%,1%,-1%,3%,-29%
Cc1cnc(C(=O)OCC(=O)NCCc2ccccc2)cn1,-7%,11%,-12%,-8%,5%,-8%,-5%,-1%
CCOC(=O)c1cc(C#N)c(SCC(N)=O)[nH]c1=O,98%[activator],-4%,nt,nt,nt,-8%,0%,?
CC1(C)C(c2cccs2)=[N+]([O-])C2(CCCCC/C2=N\NC(N)=O)N1O (stereo not drawn),-13%,-13%,3%,3%,8%,-2%,-6%,-3%
COC(=O)CNC(=O)c1cccs1,-5%,-1%,-3%,5%,11%,1%,0%,-2%
O=C(NC1CCCCC1)c1ccc(Cn2cc(Br)cn2)o1,-11%,-14%,-4%,0%,-10%,2%,-8%,3%
COC(=O)c1ccc(NC(=O)CN2CCN(c3ccccc3C)CC2)cc1,-4%,-13%,?,-16%,-5%,2%,-17%,3%
COc1cc(C)c(NC(=S)Nc2ccc(Cl)c(Cl)c2)cc1OC,-5%,-7%,?,-18%,8.9µM*,?,-5%[53 µM],-2%
CN(C)c1cccc(C(=O)OCCNC(=O)c2cccc(S(=O)(=O)N3CCOCC3)c2)c1,3%,i,nt,nt,nt,-3%,-5%,?
CCCNC(=O)c1cc(SC)ccc1Cl,14%,i,0%,8%,8%,0%,-10%,-7%
CC(=O)N/C(=C/c1ccc(OC(F)F)cc1)C(=O)O,10%,-8%,-4%,-3%,13%,-2%,-8%,1%
O=C(NNC(=O)c1cc(OCC(F)(F)F)ccc1OCC(F)(F)F)c1ccc(Cl)c(Cl)c1,5%,-1%,-15%,-23%,-1%,1%,5%,-4%
CC(NC(=O)c1sc2ccccc2c1Cl)C1CCCO1 (stereo not drawn),1%,-5%,4%,11µM*,12%,-6%,-6%,1%
Cc1ccc(C)c(NC(=O)CN(C)S(=O)(=O)c2ccc(F)cc2)c1,-2%,-13%,-4%,15%,7%,-8%,-5%,9%
O=C(COc1cccnc1[N+](=O)[O-])Nc1ccc2c(c1)OC(F)(F)O2,-15%,-3%,0%,-22%,3%,-2%,2%,1%
CCOC(=O)c1ccc(NC(=O)C(=O)NCC2CCCO2)cc1 (stereo not drawn),-6%,-5%,9%,-6%,-15%,-4%,-6%,-5%
O=c1c2ccccc2nnn1CSc1nnc(Nc2ccccc2)s1,nt,-5%,3%,nt,2%,0%,7%,6%
Cc1ccc(NC(=O)CN(C)C(=O)CSc2nc3ccccc3o2)cc1,9%,-5%,-6%,-14%,11%,0%,4%,-3%
COc1ccc(C(=O)OCCN2CCOCC2)cc1OC,nt,i,0%,nt,7%,2%,2%,5%
CCCn1c(=O)c(C(=O)NCc2cccnc2)c(O)c2ccccc21,-3%,-6%,-4%,12%,2%,0%,1%,?
Cc1[nH]c2ccc(F)cc2c(=O)c1SC(F)(F)C(F)F,9%,i,?,-33%[inhibitor],0%,0%,-1%,5%
Cc1nc(C)n(C(C)CC(=O)O)n1 (stereo not drawn),-3%,i,-4%,20%,0%,1%,1%,8%
CC(C)c1ccc(CN2CC(C(=O)O)CC2=O)cc1 (stereo not drawn),8%,-7%,15%,-8%,4%,-1%,6%,-1%
CC(C)(C)c1ccc(/C([O-])=C(/C(=S)NCc2ccco2)[n+]2ccccc2)cc1,49%[activator],-6%,7%,9%,10µM*,-6%,-11%,-8%
Cc1nn(C(=O)/C(C#N)=C/N(C)C)c(C)c1C,2%,i,?,0%,-1%,0%,1%,3%
C/C(=C\C(=S)Nc1ccccc1)Nc1ccc2ccccc2c1,4%,8%,1%,-2%,?,-2%,-6%,?
COC(=O)NNC(=O)COc1cc(C)ccc1C,2%,i,0%,-9%,9%,-2%,-9%,2%
CCOc1ccc(Nc2nc(NCc3ccco3)nc(N)c2[N+](=O)[O-])cc1,-5%,-3%,nt,nt,12%,0%,-2%,5%
COc1ccc(C(=S)N2CCN(c3cccc(Cl)c3)CC2)c(OC)c1,-8%,-3%,nt,-20%,20µM*,-2%,-5%,-10%
CCC(=O)Nn1c(C)nnc1C,4%,-5%,2%,-8%,9%,-1%,-1%,7%
COc1cccc(NC(=O)n2nc(N)cc2-c2ccc(Cl)cc2)c1,-12%,-6%,-7%,0%,9%,2%,-6%,-9%

# Grouped by structure: the compounds so far with a cyano group
SMILES,GoLoco inh red,RECQ1 helicase,LMNA splice mod,SMN2 splice up,ALDH1A1 inh,TexasRed fluor,TRb-SRC2 inh,JMJD2E inh
CCOC(=O)c1cc(C#N)c(SCC(N)=O)[nH]c1=O,98%[activator],-4%,nt,nt,nt,-8%,0%,?
Cc1nn(C(=O)/C(C#N)=C/N(C)C)c(C)c1C,2%,i,?,0%,-1%,0%,1%,3%
